# HT29 cell growth-1: HT29 colon tumor cell growth inhibition, primary screen, imaging, high content imaging, 24 h, CellTiter-Glo (AID 770); HT29 cell number by imaging, 24 h; stronger effect = higher value; growth inhibition, % at 10 µM; 3,300 tested, under 10 active;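 active = growth inhibition above 90% in viable cell count at a single dose; inactive = growth inhibition below 90%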
# HT29 cell growth-2: HT29 colon tumor cell growth inhibition, primary screen, imaging, high content imaging, 48 h, CellTiter-Glo (AID 771) | hit rate 2% among 3,300 | growth inhibition, % at 10 µM | HT29 cell growth, HCS imaging cell count, 48 h; stronger effect = higher value;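 active = growth inhibition above 90%, meaning viable cell count by imaging cut by more than 90% versus vehicle controls; inactive = growth inhibition below 90%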;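 also: percent fewer viable cells counted by imaging than vehicle controls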
# A549 NSCLC growth: A549 NSCLC cell proliferation inhibitors – ATP luminescence, human non-small cell lung line, primary screen (AID 371); growth inhibition, % at 10 µM; A549 growth inhibition, ATP luminescence; stronger effect = higher value; hit rate 8.4% among 3,300;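 active = mean growth inhibition over the two runs of 50% or more; inactive = mean growth inhibition under 50%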;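 also: compound exposure lasted 72 h before the ATP read; 0% = untreated cell signal and 100% = no luminescence left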
# AID772: HT29 colon tumor cell growth inhibition, primary screen, imaging, high content imaging, 72 h, CellTiter-Glo (AID 772). growth inhibition, % at 10 µM. hit rate 0.6% among 3,300. HT29 cell growth, HCS imaging cell count, 72 h; stronger effect = higher value;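 active = growth inhibition above 90%, meaning viable cell count cut by more than 90% versus vehicle controls; inactive = growth inhibition below 90%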
# AID364: Jurkat cell viability reduction – Jurkat E6.1, NIH starter set, primary screen (AID 364). inhibition, % at 4 µM; hits with a dose series show CC50 in µM. hit rate 2% among 3,300. Jurkat E6.1 viability, ATP luminescence, 48 h; higher % means a stronger effect;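 active = concentration giving half-maximal inhibition at or below 20 micromolar; inactive = half-maximal concentration above 20 micromolar, or not dose tested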;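 also: 100% = cells treated with 4 µM doxorubicin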
# HT29 cell growth-1 condensed nuclei: also measured in HT29 cell growth-1; calls as there; condensed nuclei, %; measured here: percent cells with condensed nuclei;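 share of cells whose nuclear area falls below control median minus 1.5 SD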
# HT29 cell growth-1 ATP viability: recorded beside HT29 cell growth-1, whose call it bears; growth inhibition, %; measured here: ATP CellTiter-Glo viability
# HT29 cell growth-2 condensed nuclei: further read-out of HT29 cell growth-2, marked with its call; condensed nuclei, %; measured here: percent cells with condensed nuclei;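 condensed means Hoechst nuclear area under control median minus 1.5 SD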
# HT29 cell growth-2 ATP viability: second read-out of HT29 cell growth-2, no call of its own (marks repeat the call); growth inhibition, %; measured here: ATP CellTiter-Glo viability inhibition
# AID772 condensed nuclei: recorded beside AID772, whose call it bears; condensed nuclei, %; measured here: percent cells with condensed nuclei;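 condensed means nuclear area below control median minus 1.5 SD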
# AID772 second: second read-out of AID772, no call of its own (marks repeat the call); growth inhibition, %; measured here: ATP CellTiter-Glo viability
# The depositor's hits bear a star; . = not tested or not shown.
mol	AID772 condensed nuclei	AID772	AID364	HT29 cell growth-2	HT29 cell growth-1 ATP viability	HT29 cell growth-1	HT29 cell growth-1 condensed nuclei	A549 NSCLC growth	AID772 second	HT29 cell growth-2 condensed nuclei	HT29 cell growth-2 ATP viability
CC(C)(C)OC(=O)c1c(N)n(Cc2ccco2)c2nc3ccccc3nc12	4.1	44.5	15.6%	42.1	-2.9	38.0	3.0	56.9*	20.9	2.9	6.8
COc1ccc(Cn2c(O)c(C=NCCN3CCOCC3)c(=O)[nH]c2=O)cc1	3.4	-76.0	-4.0%	16.6	-5.7	0.4	3.0	4.0	-39.5	4.1	-23.9
CC(C)[C@@]1(NC(=O)[C@@H]2C=C3c4cccc5[nH]cc(c45)C[C@H]3N(C)C2)O[C@@]2(O)[C@@H]3CCCN3C(=O)[C@H](Cc3ccccc3)N2C1=O	23.8	26.6	10.5%	51.7	18.0	37.5	5.0	35.2	46.1	1.7	.
CN(C)CCc1nn[nH]n1	2.8	-12.6	0.1%	-8.7	-3.2	-3.0	0.9	-1.9	-4.3	3.0	3.8
CCN(CC)CCN=Cc1c(O)n(CCc2ccccc2)c(=O)[nH]c1=O	3.8	0.4	0.0%	22.1	8.4	-21.7	3.8	2.4	0.7	1.4	6.8
C/C(Cl)=C/CC1(CN2CCCC2=O)C(=O)NC(=O)NC1=O	1.3	1.6	1.4%	31.7	-8.3	-10.6	2.9	2.6	-10.6	1.6	-20.1
C=CCOC(=O)C1=C(C)OC(N)=C(C#N)[C@@]12C(=O)N(CC(N)=O)c1ccccc12	3.6	-102.6	-11.1%	-50.0	-1.1	19.0	5.5	4.5	-71.9	2.4	-31.6
O=c1[nH]c(=O)n(-c2cccc3ccccc23)c(O)c1C=NCCCn1ccnc1	5.1	-8.5	9.9%	31.1	8.2	6.1	8.1	-5.8	-17.8	2.0	3.8
CC1(C)CC(=O)C(C=NCCN2CCN(C(=O)Cc3ccc(F)cc3)CC2)=C(O)C1	18.4	61.1	-7.5%	44.1	-14.8	47.6	2.9	4.8	4.5	1.3	0.2
CCN(CC)CCCNC(=O)c1c(O)c2ccccc2n(Cc2ccccc2)c1=O	16.0	84.5	14.4%	82.8	29.5	33.3	5.8	91.6*	95.7	33.6	85.7
NCC(CC(=O)O)c1ccc(Cl)cc1 (configuration not stated)	1.7	-4.0	-6.9%	-7.4	-21.1	-6.6	2.8	-6.6	-17.0	2.4	.
CN1CC=C2C(C#N)=C(N)C(C#N)(C#N)C(c3ccncc3)C2C1 (configuration not stated)	5.3	32.4	-7.4%	-6.3	-5.9	36.6	3.5	-3.2	12.2	3.9	-17.9
COc1ccc(Cc2nccc3cc(OC)c(OC)cc23)cc1OC	16.7	48.0	21.3%	38.5	30.8	25.4	2.4	25.4	48.0	1.4	.
CC(C)N(CCC(C(N)=O)(c1ccccc1)c1ccccn1)C(C)C (configuration not stated)	5.2	25.2	-3.9%	29.6	-12.7	2.8	3.1	2.5	-6.8	0.8	.
CCCN(CC#CCO)CCC	2.5	-77.2	-2.2%	-9.8	-12.6	-14.6	2.6	0.1	-22.6	1.7	-10.1
Cc1c2ccncc2c(C)c2c1[nH]c1ccccc12	28.7	57.3	28.3%	97.0*	46.4*	95.1*	18.1*	95.0*	90.3	22.4*	.

# Structural class, those above with an NH in an aromatic ring.
mol	AID772 condensed nuclei	AID772	AID364	HT29 cell growth-2	HT29 cell growth-1 ATP viability	HT29 cell growth-1	HT29 cell growth-1 condensed nuclei	A549 NSCLC growth	AID772 second	HT29 cell growth-2 condensed nuclei	HT29 cell growth-2 ATP viability
COc1ccc(Cn2c(O)c(C=NCCN3CCOCC3)c(=O)[nH]c2=O)cc1	3.4	-76.0	-4.0%	16.6	-5.7	0.4	3.0	4.0	-39.5	4.1	-23.9
CC(C)[C@@]1(NC(=O)[C@@H]2C=C3c4cccc5[nH]cc(c45)C[C@H]3N(C)C2)O[C@@]2(O)[C@@H]3CCCN3C(=O)[C@H](Cc3ccccc3)N2C1=O	23.8	26.6	10.5%	51.7	18.0	37.5	5.0	35.2	46.1	1.7	.
CN(C)CCc1nn[nH]n1	2.8	-12.6	0.1%	-8.7	-3.2	-3.0	0.9	-1.9	-4.3	3.0	3.8
CCN(CC)CCN=Cc1c(O)n(CCc2ccccc2)c(=O)[nH]c1=O	3.8	0.4	0.0%	22.1	8.4	-21.7	3.8	2.4	0.7	1.4	6.8
O=c1[nH]c(=O)n(-c2cccc3ccccc23)c(O)c1C=NCCCn1ccnc1	5.1	-8.5	9.9%	31.1	8.2	6.1	8.1	-5.8	-17.8	2.0	3.8
Cc1c2ccncc2c(C)c2c1[nH]c1ccccc12	28.7	57.3	28.3%	97.0*	46.4*	95.1*	18.1*	95.0*	90.3	22.4*	.

# These rows are one share of the data; rates above refer to the full screens.
